Source: PubChem BioAssay
NCOA2 inhibitor: human SRC2 (NCOA2) inhibition; Q15596; HEK293 GAL4-SRC2 luciferase reporter, luminescence; inhibition, % at 9 µM; hit rate 0.17% among 370,000; AID 651957;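 active = inhibition above the mean inhibition of all tested compounds plus 3 SD, set per campaign, cut at about 52% in these data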;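 note: 0% = DMSO treated cells and 100% = cells given Gossypol at 36 µM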
NOD2 RIPK2 PPI: NOD2-RIPK2 protein interaction inhibition. hit rate 0.38% among 360,000. O43353. inhibition, % at 4.98 µM. CHO BLA complementation NOD2-RIPK2, CCF4 ratio; in the data active = inhibition above about 21%;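 note: 0% = vehicle only and 100% = reference blocker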
Target sequence (O43353 whole entry, looked up): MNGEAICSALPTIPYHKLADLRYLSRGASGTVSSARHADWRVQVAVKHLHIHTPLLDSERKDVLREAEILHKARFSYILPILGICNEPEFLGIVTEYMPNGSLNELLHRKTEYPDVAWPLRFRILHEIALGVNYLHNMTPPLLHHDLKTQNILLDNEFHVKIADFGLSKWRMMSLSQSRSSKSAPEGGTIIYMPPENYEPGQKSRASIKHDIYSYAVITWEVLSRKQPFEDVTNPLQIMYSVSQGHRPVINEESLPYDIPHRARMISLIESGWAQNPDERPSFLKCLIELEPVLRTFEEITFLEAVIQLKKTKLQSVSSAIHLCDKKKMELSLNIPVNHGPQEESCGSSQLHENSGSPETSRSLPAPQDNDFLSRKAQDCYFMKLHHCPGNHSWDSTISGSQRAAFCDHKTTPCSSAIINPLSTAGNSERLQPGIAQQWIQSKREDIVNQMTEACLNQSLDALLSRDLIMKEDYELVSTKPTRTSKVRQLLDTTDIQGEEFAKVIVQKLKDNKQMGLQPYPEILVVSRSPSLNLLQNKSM
TLR9-MyD88 inh: inhibitors of human TLR9-MyD88 binding; Q9NR96+Q99836; hit rate 0.21% among 340,000; AID 504734; CHO BLA complementation TLR9-MyD88, CCF4 FRET ratio; inhibition, % at 4.98 µM;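 active = inhibition above the mean over all tested compounds plus 3 SD, cut at about 21% in these data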;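 note: 0% = DMSO only wells and 100% = clavulanate BLA inhibitor control wells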
NR2F2 inh: inhibitors of human COUP-TFII (NR2F2) | P24468 | HEK293T NGFI-A luciferase reporter, luminescence | inhibition, % at 8.6 µM | hit rate 0.7% among 370,000 | AID 686940;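 active = inhibition above a per-plate cutoff, mean inhibition of test wells between control levels plus 3 SD, cut at about 38% in these data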;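 note: cells cotransfected with COUP-TFII expression vector driving the NGFI-A reporter; 0% = median of COUP-TF2 test wells and 100% = reporter-only cells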
MC4R ag barr: human MC4R agonism via beta-arrestin | activation, % at 8.9 µM | hit rate 0.98% among 360,000 | U2OS MC4R beta-arrestin complementation, luminescence; percent of melanotan II response, DMSO zero | P32245;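 active = activation above a per-plate cutoff, the mean activation of sample wells on that plate plus 3 SD, cut at about 8% in these data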
MC4R antagonist: antagonists of human melanocortin 4 receptor (MC4R); inhibition, % at 6.5 µM; hit rate 0.48% among 360,000; MC4R-expressing cells, MTII-stimulated cAMP, LANCE TR-FRET; P32245;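 active = inhibition above its plate's cutoff, the mean of tested wells on that plate plus 3 SD, cut at about 29% in these data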;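 note: 0% = Melanotan II alone and 100% = Melanotan II plus saturating MCL0020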
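System – human MC4R-expressing U2OS cells · Also added – Melanotan II · Dosing – one concentration, 6.5 µM nominal · Timing – 30-min compound, 1-h challenge, 1-h detection, room temperature · Measured by – Eu-cAMP/anti-cAMP TR-FRET, emission 671 nm · Replicates – singlicate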
ABHD5 PLIN5 PPI: ABHD5-PLIN5 protein interaction inhibition. Q00G26+Q8WTS1. Split G. princeps luciferase complementation, luminescence, 4 h. inhibition, % at 4 µM. hit rate 0.78% among 360,000. AID 602281;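 active = inhibition above the mean inhibition across every tested compound plus 3 SD, cut at about 22% in these data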;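 note: 0% = DMSO only wells and the 100% control is not disclosed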
LMP1 NFkB inh: reduces LMP1-driven NF-kappaB luciferase signal; LMP1-induced NF-kappaB luciferase reporter cells, luminescence; AID 504558; hit rate 0.69% among 350,000; inhibition, % at 12.5 µM; in the data active = inhibition above about 41%;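 note: 0% = neutral control wells and 100% = reference inhibitor control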
LRH-1 inv ag: NR5A2 inverse agonism in reporter assay | O00482 | HEK293T StAR-luciferase reporter, LRH-1 transfected, 24 h | inhibition, % at 3.6 µM | hit rate 0.13% among 360,000;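 active = inhibition above the mean inhibition of all tested compounds plus 3 SD, cut at about 73% in these data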;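 note: 0% = DMSO wells and 100% = reporter-only cells lacking LRH-1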
Target sequence (O00482 whole entry, looked up): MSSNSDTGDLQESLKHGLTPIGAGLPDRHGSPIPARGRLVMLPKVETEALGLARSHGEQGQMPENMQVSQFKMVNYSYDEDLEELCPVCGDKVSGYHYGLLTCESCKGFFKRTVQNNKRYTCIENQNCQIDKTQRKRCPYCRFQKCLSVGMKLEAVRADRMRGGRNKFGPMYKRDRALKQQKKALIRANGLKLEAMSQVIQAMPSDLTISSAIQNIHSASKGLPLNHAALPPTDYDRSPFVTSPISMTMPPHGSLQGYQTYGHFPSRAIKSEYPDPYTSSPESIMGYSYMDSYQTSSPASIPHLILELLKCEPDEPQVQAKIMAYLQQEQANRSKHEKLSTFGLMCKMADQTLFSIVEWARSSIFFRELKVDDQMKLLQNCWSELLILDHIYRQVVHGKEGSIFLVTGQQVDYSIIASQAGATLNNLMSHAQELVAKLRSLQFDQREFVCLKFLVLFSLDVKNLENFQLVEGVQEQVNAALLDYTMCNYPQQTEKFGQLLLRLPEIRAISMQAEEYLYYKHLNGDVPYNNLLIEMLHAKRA
NCOA3 inh: inhibits human SRC3 coactivator; hit rate 0.17% among 360,000; inhibition, % at 3.6 µM; HEK293 GAL4-SRC3 luciferase reporter, luminescence;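 active = inhibition above a per-campaign cutoff, the mean of all compounds plus 3 SD, cut at about 60% in these data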;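 note: 0% = DMSO-treated cells and 100% = gossypol-treated cells at 36 µM; higher means less SRC3-driven luciferase light from the GAL4 reporter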
SRC1 inh: inhibitors of human steroid receptor coactivator 1 (SRC1) | Q15788 | HEK293 GAL4-SRC1 luciferase reporter, luminescence | inhibition, % at 3.6 µM | hit rate 0.12% among 360,000;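 active = inhibition above the campaign mean plus 3 SD, with each screening campaign given its own cutoff, cut at about 60% in these data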;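 note: 0% = DMSO treated cells and 100% = gossypol at 36 µM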
* hit, by the source's call; · = not tested or not shown.

SMILES	NCOA2 inhibitor	NOD2 RIPK2 PPI	TLR9-MyD88 inh	NR2F2 inh	MC4R ag barr	MC4R antagonist	ABHD5 PLIN5 PPI	LMP1 NFkB inh	LRH-1 inv ag	NCOA3 inh	SRC1 inh
CN(C)S(=O)(=O)c1ccc2c(c1)C(=O)c1cc(S(=O)(=O)N(C)C)ccc1CC2	-14.4	-2.7	-8.3	-12.7	0.7	-5.0	0.0	-0.3	-2.9	-1.7	-6.0
CC(C)CCNC(=O)c1onc(CSc2ccc(F)c(F)c2)c1C(=O)NCCC(C)C	1.7	-2.2	-4.8	-1.1	0.0	11.4	-2.8	1.1	-1.0	6.7	-8.8
CCCCn1ccnc1C(=O)c1cccc(S(=O)(=O)N2CC(C)CC(C)C2)c1 (stereo not given)	3.8	-16.4	-11.0	2.5	1.1	7.1	-4.1	-1.2	24.4	3.5	1.8
CC1(C)CC(NC(=O)C2CCCCC2)CC(C)(C)N1	3.9	-9.2	-5.4	-11.3	0.5	-4.6	0.6	0.1	-1.1	-2.4	-12.7
CCN(CC)S(=O)(=O)c1ccc(N2CCOCC2)c(NC(=O)c2ccc(OC)c([N+](=O)[O-])c2)c1	-21.4	1.5	-2.2	-4.9	-1.2	1.4	-0.1	1.3	0.9	-11.6	5.1
Cc1ccc(NS(=O)(=O)c2ccc(C(=O)NCCCN3CCOCC3)cc2)cc1	-6.9	-3.4	-8.8	0.9	-3.6	1.6	2.3	-3.6	18.6	2.3	-28.4
CCCn1c(O)c(C=Nc2ccccc2)sc1=S	-74.2	-2.9	9.4	-47.0	-0.2	10.7	-0.4	-17.6	-40.9	-27.1	-24.7
C#CCOCCOCCOCCNc1nc(N2CCN(C(=O)CCCCCCCCCCNC(=O)[C@@H](CCC(=O)O)n3cc(CCCCCN)nn3)CC2)nc(N2CCN(C(=O)CCCCCCCCCCNC(=O)[C@H]([C@@H](C)CC)n3cc(CCCCCN)nn3)CC2)n1	·	-0.9	5.2	·	0.6	3.3	51.2*	5.5	-43.3	-6.6	1.4
CN1CCN(P(=O)(c2ccccc2)c2nc3ccccc3s2)CC1 (stereo not given)	-17.0	5.1	2.0	5.2	-1.9	3.5	3.8	0.3	3.5	18.5	-7.1
O=C(Nc1cccc(S(=O)(=O)N2CCCC2)c1)c1ccccc1OC(F)F	12.8	-5.2	-1.1	-2.0	0.1	1.6	-2.9	-3.8	13.3	2.4	12.5
COc1ccc(C(=O)N/C(=C\c2ccccc2)C(=O)Nc2ccccc2C(=O)O)cc1	1.6	8.5	-3.6	6.8	-0.6	1.8	5.4	-5.1	7.9	6.6	4.9
Cc1cc2nc(CCN3CCOCC3)n(S(=O)(=O)c3ccc(C(C)(C)C)cc3)c2cc1C	-22.1	0.5	5.7	-12.0	-1.7	0.7	2.8	-5.5	-1.8	-4.4	-11.7
COCCNC(=O)[C@H]1N2C(=O)c3ccccc3C2SC1(C)C (stereo not given in full)	2.6	-14.0	-8.0	6.7	-1.2	13.0	-13.8	-1.0	-6.8	-8.9	13.7
CCOC(=O)[C@@H]1[C@H]2COc3ccc(Br)cc3[C@@H]2N2C(=O)N(c3ccc(OC)cc3)C(=O)[C@]12C	·	2.5	-3.5	·	-0.1	10.7	-4.6	7.7	-16.7	-0.1	1.5
Cc1cc(C)c2[nH]c(=O)c(C(c3nnnn3Cc3ccc4c(c3)OCO4)N3CCC(C)CC3)cc2c1 (stereo not given)	-15.4	1.0	4.8	3.3	-1.2	13.9	3.9	-2.7	-6.6	-10.7	-14.6
O=C(CCCSc1nc2ccccc2[nH]1)Nc1ccccc1	17.5	-9.5	-7.0	-11.2	0.3	-11.3	8.1	-11.8	0.3	-1.8	-17.8
CC(C)CN1CC(C)C(=O)NC1=S (stereo not given)	-5.1	-5.4	-5.1	-2.5	-1.7	6.0	-5.7	-6.7	2.6	-0.1	-0.4
O=C(NC1=NCCS1)c1ccc(OCC2CCCO2)cc1 (stereo not given)	-74.9	-1.1	12.6	-35.4	0.1	12.1	-4.2	6.5	-154.3	-105.4	-108.8
COc1ccc(-n2nc(C(=O)NCC(=O)N3CCN(c4ccccn4)CC3)c3ccccc3c2=O)cc1Cl	-5.3	-2.0	-1.5	-11.7	-3.8	13.7	1.5	-12.5	-15.2	2.0	-7.6
CCSc1nnc([C@H](Cc2ccccc2)NC(=O)OC(C)(C)C)o1	-4.5	6.8	4.3	-3.4	-1.1	5.7	-3.6	3.8	2.8	8.1	9.0
OCCC1CN(Cc2ccc3c(c2)CCO3)CCN1Cc1ccc(F)cc1 (stereo not given)	-22.1	1.6	2.1	-4.2	-1.2	-5.0	4.6	3.4	-5.1	8.2	-14.8
O=C(c1ccc2c(c1)OCCO2)N1CCN(c2ncc(C(F)(F)F)cc2Cl)CC1	-21.6	-7.3	-5.6	-8.1	2.5	9.1	-12.2	-1.3	-14.2	-24.8	4.8
CSc1ncccc1C(=O)N1CCC1(C)C(=O)NC(C)C (stereo not given)	-6.7	-0.1	·	1.2	-1.9	5.4	2.5	·	15.8	-1.7	3.6
Nc1ccc(Sc2nc3ccccc3[nH]2)cc1	-0.7	3.1	2.6	-4.2	-3.4	1.3	-1.4	-4.3	-14.5	3.8	-18.4
N#CC1(NC(=O)COC(=O)c2cc(O)c3ccccc3c2O)CCCCC1	·	-6.0	-6.6	·	-2.4	-2.6	-1.8	-1.2	13.7	-5.5	-15.9
Cc1ccc(C(=O)NCC(=O)N2CCN(S(=O)(=O)c3cccs3)CC2)s1	16.9	-4.4	-6.7	-1.8	-0.8	15.8	2.6	-4.2	-5.8	20.9	-7.2
CCOc1ccccc1N(CC)C(=O)c1ccc2c(=O)n3c(nc2c1)CCCCC3	2.8	-5.7	6.2	0.2	-0.1	-2.8	-2.4	2.3	1.5	-12.0	6.8
Cc1nc2cc(-c3cccc(F)c3)nn2c(C)c1CCC(=O)N1CCN(c2ccccn2)CC1	27.4	-7.4	6.1	1.2	-1.5	2.9	4.4	3.6	-8.7	-4.5	5.3
C=CCOc1ccc(CNn2nnnc2N)cc1	21.4	-3.4	-7.4	3.6	-0.9	11.2	3.9	-2.9	-20.0	8.6	2.2
O=C(CSc1nnnn1C1CC1)Nc1ccc(S(=O)(=O)N2CCOCC2)cc1	-4.0	-9.6	-2.8	-4.3	-0.7	3.2	-2.3	-2.3	11.7	16.2	-1.6
COc1ccc(C(=O)CSc2nc3ncccc3[nH]2)cc1OC	-15.9	-6.1	·	6.7	-1.0	4.0	10.3	-3.6	13.6	-0.4	12.0
CCOc1nc(Nc2ccc(OC)c(Cl)c2)nc(N2CCN(c3ccc(OC)cc3)CC2)n1	8.0	7.7	-3.2	-6.4	-1.0	2.9	-5.6	0.8	-1.7	-29.3	6.8
CCOC(=O)c1cc(CC)sc1NC(=O)CC1Sc2ccc(C(F)(F)F)cc2NC1=O (stereo not given)	31.4	4.4	3.8	5.2	-0.5	-0.5	-0.3	13.2	4.5	5.1	-0.6
CCC(C)(C)NC(=O)C(c1ccc(O)cc1)N(CCOC)C(=O)CCC(=O)Nc1nccs1 (stereo not given)	-42.9	6.6	-5.8	7.6	-0.6	-0.9	-2.1	5.8	-1.7	9.5	-15.4
O=C(CNS(=O)(=O)c1ccccc1)Nc1cccc([N+](=O)[O-])c1	14.8	1.8	4.9	9.2	-3.3	-0.3	0.5	0.3	-4.2	20.9	-4.9
COc1ccc(-c2c[n+]3c(n2-c2c(C)n(C)n(-c4ccccc4)c2=O)CCCCC3)cc1	11.6	-7.3	-4.6	4.2	-0.3	14.1	-5.0	6.0	1.8	-2.6	-4.0
COc1ccc(Sc2nc3ccccc3n3c(C(F)(F)F)nnc23)cc1	21.5	-2.2	-7.1	-8.0	-0.8	17.0	0.8	-8.3	-13.4	-2.3	-4.3
Cc1ccc(C(C)NC(=O)c2cc(C)oc2C)cc1 (stereo not given)	-0.1	-3.0	-1.2	6.5	0.0	11.2	0.3	-0.6	4.2	-0.3	-1.7
O=C(Cc1ccccc1)N/N=C/c1ccc(S(=O)(=O)O)o1	6.8	-6.4	-0.7	0.0	-1.8	1.0	2.5	8.4	-6.1	11.1	-13.9
Cc1nnc(SCC(=O)N(CCC#N)c2ccc3c(c2)OCCO3)s1	-5.1	1.1	3.8	6.8	1.5	5.9	0.0	1.3	-9.6	8.4	-7.3

A few values from the results shown:
Under LRH-1 inv ag, CCOC(=O)c1cc(CC)sc1NC(=O)CC1Sc2ccc(C(F)(F)F)cc2NC1=O (stereo not given) has the entry 4.5
Under LRH-1 inv ag, COc1ccc(Sc2nc3ccccc3n3c(C(F)(F)F)nnc23)cc1 has the entry -13.4

The results go on.
SMILES	NCOA2 inhibitor	NOD2 RIPK2 PPI	TLR9-MyD88 inh	NR2F2 inh	MC4R ag barr	MC4R antagonist	ABHD5 PLIN5 PPI	LMP1 NFkB inh	LRH-1 inv ag	NCOA3 inh	SRC1 inh
COC(=O)c1cc2c(ccn2-c2ccc(F)cc2)n1CC(C)C	11.0	1.9	-1.9	21.9	-1.3	7.0	-12.2	0.0	16.6	8.3	1.6
CCCCNC(=O)CNC(=O)c1nn(-c2ccc(OC)c(Cl)c2)c(=O)c2ccccc12	0.5	-3.6	3.3	-3.7	1.1	2.6	0.7	-8.0	6.4	-5.0	-3.1
O=C(NNC(=O)c1ccc[nH]1)c1cc(Cl)cc(Cl)c1	22.5	1.1	4.6	7.8	-1.1	0.6	-2.9	-2.7	7.8	12.7	11.6
COc1ccc(CCNC(=O)C/C(C)=N/NC(=O)c2cnccn2)cc1	-14.7	-13.9	7.5	-4.0	-1.9	1.3	-4.8	1.1	-60.1	-18.4	-46.9
O=C(NCCCN1CCCCCC1)c1ccc(CS(=O)(=O)Cc2ccccc2F)o1	-3.5	-2.7	-7.2	3.8	-1.5	5.4	-2.6	3.8	-4.7	4.3	0.2
CC(=O)c1c(C)nn(CCC(=O)O)c1C	-9.8	1.1	-2.1	1.9	0.6	4.2	5.2	1.3	-4.3	9.4	-16.7
Cc1ccc(NC(=O)C2CCCN(C(=O)c3ccc(Cl)cc3)C2)cc1 (stereo not given)	-16.0	-5.3	-7.5	-14.5	-2.7	2.4	0.8	-12.7	-40.5	-12.6	-14.6
Cc1ccc(C2=Nn3c(COc4ccc(Cl)cc4)nnc3SC2CC(=O)O)cc1 (stereo not given)	4.0	-3.9	-0.6	1.0	0.2	3.2	-8.1	-0.7	6.0	17.0	5.1
COc1ccc(Nc2nnc(Cc3ccc(Cl)cc3)c(=O)[nH]2)c(OC)c1	-4.3	-5.0	6.1	11.9	-1.1	10.5	6.1	-2.1	-10.6	8.8	-0.5
Cc1nn(Cc2ccc(Cl)cc2)c(C)c1NC(=O)c1noc2c1CCc1ccccc1-2	22.5	-13.8	1.2	5.9	2.1	22.1	-10.1	5.7	0.0	-13.9	3.7
O=c1cc(-c2ccccc2)nc(N2CCN(Cc3ccccc3)CC2)[nH]1	1.6	6.2	-8.9	5.0	1.2	-4.8	-1.8	-3.9	7.8	18.0	-8.6

A portion of the library. The share of hits here may be higher or lower than overall.
